Compound activity (PubChem)
TDP1 inh: qHTS Assay for Inhibitors of Tyrosyl-DNA Phosphodiesterase (TDP1); AID 485290, 2010; recombinant TDP1, AlphaScreen DNA substrate cleavage; Potency, µM (titrated, usually from 130 µM), inactives show top-dose activity change, negative = inhibition, hits mostly inhibitors; actives 0.28% (n = 350,000); further: nearly all actives have a fitted effect of over 40% in size
Target sequence (Q9NUW8 whole entry, looked up): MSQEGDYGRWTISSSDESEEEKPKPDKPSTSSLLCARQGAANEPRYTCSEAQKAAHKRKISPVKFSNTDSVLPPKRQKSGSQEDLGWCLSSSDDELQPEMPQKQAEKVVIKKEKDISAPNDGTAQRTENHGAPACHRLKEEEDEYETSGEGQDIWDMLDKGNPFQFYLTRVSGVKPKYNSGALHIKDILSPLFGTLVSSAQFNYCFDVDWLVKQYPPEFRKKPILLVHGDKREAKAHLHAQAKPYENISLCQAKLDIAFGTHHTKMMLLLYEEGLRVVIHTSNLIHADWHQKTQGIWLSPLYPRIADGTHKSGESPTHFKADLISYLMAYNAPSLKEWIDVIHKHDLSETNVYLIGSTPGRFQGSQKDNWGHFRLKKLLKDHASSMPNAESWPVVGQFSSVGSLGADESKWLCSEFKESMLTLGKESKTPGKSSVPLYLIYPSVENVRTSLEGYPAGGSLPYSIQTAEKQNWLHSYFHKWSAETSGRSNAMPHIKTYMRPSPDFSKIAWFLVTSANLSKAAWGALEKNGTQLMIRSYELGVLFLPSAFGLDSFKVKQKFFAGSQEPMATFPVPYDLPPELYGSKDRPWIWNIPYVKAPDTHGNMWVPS
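Signal: AlphaScreen proximity between streptavidin donor and anti-FITC acceptor beads on intact substrate. Reaction: Tdp1 1 nM, substrate 15 nM final, 5 min RT after 15 min compound preincubation.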
TDP1 cell CPT: qHTS for Inhibitors of human tyrosyl-DNA phosphodiesterase 1 (TDP1): qHTS in cells in presence of CPT; actives 12% (n = 420,000); chicken DT40 Tdp1-/-;hTDP1 cells + 20 nM CPT, ATP luminescence, 48 h; Potency, µM (top dose mostly 46.2 µM), inactives show at the highest dose activity change, negative = growth inhibition, most hits filed as inhibitors; further: nearly all actives have a fitted effect of over 55% in size
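Cell growth measured by CellTiter-Glo luminescence after a minimum 48 h, 37 C compound exposure with 20 nM CPT in Tdp1-knockout DT40 cells stably expressing hTDP1, seeded 400/well; qHTS titration format.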
TDP1 cell noCPT: qHTS for Inhibitors of human tyrosyl-DNA phosphodiesterase 1 (TDP1): qHTS in cells in absence of CPT; actives 15% (n = 420,000); AID 686978, 2013; Potency, µM (top dose mostly 46.2 µM), for inactives: at the highest dose activity change, negative = growth inhibition, usual class: inhibitors; DT40 Tdp1-/- hTDP1 cells, no CPT, ATP luminescence, 48 h; further: nearly all actives have a fitted effect of over 55% in size
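Growth kinetics read by CellTiter-Glo luminescence after ≥48 hr at 37 °C. Cells: DT40 Tdp1-/- stably carrying human TDP1, 400 per well, compound exposure in the absence of CPT (DMSO vehicle).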
An asterisk follows results filed as active; ? = inconclusive; nt = no result given; & = joins results of further samples. The call rests on the fitted dose curve; in most records, active means well fitted curve in the direction sought with a large enough effect; inconclusive means small, poorly fitted or top-dose-only effect, or another doubt; inactive means no such curve, though single readings can be large; an effect the other way counts as inactive or inconclusive. On the % scale 0 is the no-effect control and ±100 the full control effect; potency means the concentration at half of the fitted maximal effect. The order is random. About 18% of those tested had a hit in this group.

SMILES	TDP1 inh	TDP1 cell CPT	TDP1 cell noCPT
CC1=NN(C(=O)c2ccccc2F)C(O)(c2ccc(Cl)cc2)C1 (stereo not given)	2%	?	?
COc1ccc(CCNC(=O)Cc2ccc(OC)c(OC)c2)cc1OC	8%	?	?
CC1CCN(CCCCOc2ccccc2Br)CC1	-3%	?	?
O=C(COC(=O)c1cc(S(=O)(=O)N2CCOCC2)ccc1F)Nc1cc([N+](=O)[O-])ccc1F	1%	-3%	-8%
CC(=O)C1=C(C)OC(N)=C(C#N)C1c1cccc([N+](=O)[O-])c1 (stereo not given)	2%	?	?
O=C(c1cc2ccccc2c(=O)o1)N1CCc2ccccc2C1	2%	7%	-8%
CCCNC(=O)Nc1ccc(C(F)(F)F)cc1	2%	?	-23%
CN(c1nnc(NC(=O)Nc2ccc(Br)cc2)s1)C1CCCCC1	11%	?	15µM*
CCOC(=O)C1CCCN(C(=S)Nc2cccc(Cl)c2)C1 (stereo not given)	1%	-2%	-5%
Nc1cc(=O)[nH]c(SCC(=O)c2ccc(F)cc2)n1	nt	3%	7%
O=C(NCc1ccccc1C(F)(F)F)c1cccc2c1C(=O)c1ccc(N3CCC(N4CCCCC4)CC3)cc1S2(=O)=O	nt	2.3µM*	3.7µM*
Cc1ccc(Oc2nc(-c3ccccc3)ncc2S(=O)(=O)c2ccc(C)cc2)cc1	3%	-27%	-28%
O=C(COc1ccc2ccccc2c1)NNC(=O)c1cnccn1	-8%	23µM*	23µM*
S=c1[nH]nc(-c2cc3c(s2)-c2ccccc2CC3)o1	-6%	?	-16%
O=C(Nc1nnc(-c2ccccc2SCc2ccccc2)s1)Nc1ccccc1F	3%	?	?
O=C(NC1CCCCCC1)C1CCCN(S(=O)(=O)c2cnc[nH]2)C1 (stereo not given)	-3%	-13%	-6%
CC12CC(NC(=O)N1c1cccc(C(=O)NCc3ccccn3)c1)c1ccccc1O2 (stereo not given)	1%	1%	-7%
O=C(CNC(=O)c1ccncc1)N/N=C/c1ccccn1	2%	0%	-1%
CS(=O)(=O)N1CCC2(CCCN(C(=O)Nc3ccccc3)C2)CC1	nt	0%	4%
COc1cc(NC(=O)C2CCCN(S(=O)(=O)c3ccc4c(c3)oc(=O)n4C)C2)c(C(=O)O)cc1OC (stereo not given)	-1%	1%	-3%
CCn1c(SCC(=O)NC2CCCC2)nc2c1c(=O)n(C)c(=O)n2C	10%	4%	-10%
Cc1c(NC(=O)CSc2nnnn2Cc2ccccc2)c(=O)n(-c2ccccc2)n1C	2%	-1%	-3%
Nc1nc(SCc2c(F)cccc2Cl)[nH]c(=O)c1-c1ccccc1	4%	-23%	-15%
COc1ccc(CCN(Cc2cc3cc(C)ccc3[nH]c2=O)C(=O)N2CCCC2)cc1OC	5%	-24%	?
COc1cccc(C(=O)Nc2ccc3c(c2)OCO3)c1OC	-2%	18%	-5%

Full records as entered above. Order of values: TDP1 inh	TDP1 cell CPT	TDP1 cell noCPT
`Cc1c(NC(=O)CSc2nnnn2Cc2ccccc2)c(=O)n(-c2ccccc2)n1C` is listed as 2%	-1%	-3%
`CC12CC(NC(=O)N1c1cccc(C(=O)NCc3ccccn3)c1)c1ccccc1O2` (stereo not given) is listed as 1%	1%	-7%

The listing picks up with the two entries that preceded the break.
SMILES	TDP1 inh	TDP1 cell CPT	TDP1 cell noCPT
COc1ccc(CCN(Cc2cc3cc(C)ccc3[nH]c2=O)C(=O)N2CCCC2)cc1OC	5%	-24%	?
COc1cccc(C(=O)Nc2ccc3c(c2)OCO3)c1OC	-2%	18%	-5%
O=C1NC[C@@H](CCCCN2C[C@H](Cc3ccc(O)cc3)N(CCc3ccc(O)cc3)C(=O)C2=O)N(Cc2ccccc2)C1=O	nt	1%	-29%
COc1ccccc1NS(=O)(=O)c1cccc(C(=O)NNC(=O)C(NC(N)=O)C(C)C)c1 (stereo not given)	3%	5%	18%
COc1cccc(NC2=C(C#N)C(=O)NC(c3cccc(OC)c3O)S2)c1 (stereo not given)	6%	-22%	-11%
O=[N+]([O-])c1cc2c(cc1Br)-c1ccccc1C2	nt	-9%	26µM*
Cc1ccc(Cn2c(C)c3cnn(CC(=O)O)c(=O)c3c2C)cc1	3%	-25%	2%
CCOC(=O)Nc1cc(N)ncn1	nt	3%	-8%
Cc1cc(C)[n+](-c2ccc(F)cc2)c2[nH]c(=O)[nH]c(=O)c12	0%	3%	-15%
COc1ccc(Br)cc1CNC(=O)CCC(=O)N1CCSc2ccccc21	8%	?	21µM*
O=C(Nc1cccc(NC(=O)c2cccs2)c1)c1ccc([N+](=O)[O-])o1	-2%	3.3µM*	3.7µM*
COC(=O)CNC(=O)c1ccc(=O)oc1	0%	-8%	-11%
O=C1CCC(=O)c2ccc3c4c(ccc1c24)CC3	nt	-10%	?
Cc1ccc(S(=O)(=O)N[C@H](C(=O)N2CCC3(O)CCCCC3C2)c2ccccc2)cc1 (stereo not given in full)	6%	-29%	?
O=C(c1ccco1)c1cc2c(ccc3ccccc32)oc1=O	2%	-15%	3%
CC(C)NC(=O)C1CC(=O)N(c2ccc(F)c(Cl)c2)C1 (stereo not given)	-3%	3%	0%
CC(=O)Nc1ccc(S(=O)(=O)Nc2ncccn2)cc1	6%	-24%	-2%
CC(C)CN(CCCNC(=O)c1cc(-c2cccs2)nc2ccccc12)CC(C)C	-3%	-10%	-16%
COc1ccc(N(C(=O)c2ccco2)C(C(=O)NC2CCCC2)c2ccc(OC)c(OC)c2)cc1 (stereo not given)	12%	4%	1%
Cc1ccc(S(=O)(=O)N(CCC#N)CCN2CCCC2)cc1	2%	2%	-6%
Cc1ccc(S(=O)(=O)CCSc2cccc(C(=O)O)c2)cc1	nt	15%	12%
Cc1cc(=O)oc(C)c1C(=O)N[C@@H]1CCCCNC1=O	2%	7%	-4%
CCN(CC)Cc1c(O)c(Cl)cc2c(C)cc(=O)oc12	13µM*	13%	-4%
COc1ccc(C(=O)n2nc(C)cc2C)cc1Br	0%	-1%	-15%
CCN(CC(=O)NC1CCS(=O)(=O)C1)S(=O)(=O)c1ccc(C)cc1C (stereo not given)	3%	-26%	-15%
COC(=O)c1ccc(N=NNc2ccccc2)cc1	0%	-13%	-29%
COc1ccc(C(C(=O)NC2CCCC2)N(C(=O)Cc2cccs2)C2CC2)cc1OC (stereo not given)	nt	10%	-2%
(next part)
SMILES	TDP1 inh	TDP1 cell CPT	TDP1 cell noCPT
COc1ccc(-n2nc(C(=O)NCC(=O)N3CCOCC3)c3ccccc3c2=O)cc1OC	4%	-7%	-21%
CCOC(=O)N1CCC(NC(=O)C2CCN(S(=O)(=O)c3cnc[nH]3)CC2)CC1	2%	-22%	-11%
CCC(Sc1nc2nccnc2c(=O)n1Cc1ccc(Cl)cc1)C(=O)NC1CCCCC1 (stereo not given)	5%	?	?
CCOC(=O)C=Cc1ccc(C(=O)OCC)[nH]1	nt	13µM*	8.2µM*
Cc1cccc(CN2Cc3cccc4c3[C@H](C=CC4)CC2=O)c1	nt	16µM*	20µM*
CCCn1nc(Oc2nc(N(C)C)nc(N(C)C)n2)ccc1=O	0%	9%	-18%
COc1cccc(CC(O)CC2c3c(cc4c(c3OC)OCO4)CCN2C)c1 (stereo not given)	nt	21µM*	15µM*
CCOC(=O)c1cnc(NCc2ccc(Cl)cc2)c2ccccc12	-5%	?	-24%
C=CCOc1ccc2c(OC)c3ccoc3nc2c1OC	2%	-7%	-21%
Cc1oc2ncn(C)c(=O)c2c1C(=O)N1CCN(c2ccccc2)CC1	-1%	29%	22%
CCn1nc(C)c(CN2CCC(n3nccc3NC(=O)CCCc3ccccc3)CC2)c1C	1%	-15%	-20%
CCCCn1c(N)c(N(CC(C)C)C(=O)c2cccc(S(=O)(=O)N3CCN(C(C)=O)CC3)c2)c(=O)[nH]c1=O	nt	5%	-3%
Cc1ccc(C(=O)CN2C(=O)C(C)Oc3ccccc32)cc1 (stereo not given)	5%	-9%	-4%
O=C(COC(=O)c1cc2ccccc2o1)c1ccccc1	-2%	-15%	-18%
CCOC(=O)c1cnc2ccc(C)cn2c1=O	3%	-16%	-8%
NC(=O)c1cc(N)ccc1N1CCCC1	-4%	?	?
Cc1nn(-c2ccccc2)c(Cl)c1/C=N/Nc1ccc(S(=O)(=O)Nc2ccccc2C(=O)O)cc1[N+](=O)[O-]	1%	?	-8%
O=C(Cn1nnc(N2CCCC2)n1)N/N=C/c1ccc(Cl)cc1	-1%	-1%	-19%
COc1cccc(-c2cc(C(=O)Nc3ccn(Cc4ccc(C)cc4)n3)no2)c1	5%&2%	?	?
COc1ccc(S(=O)(=O)NC(C)C)cc1C(=O)N1CCOCC1	-2%	2%	7%
C=CCc1ccccc1OCC(O)Cn1ccnc1C (stereo not given)	6%	?	?
Cc1cccc(C(=O)NNC2=CC(=O)CC(C)(C)C2)c1O	nt	6%	0%
Cc1ccc(C(=O)NC(Cc2c[nH]c3ccccc23)C(=O)O)o1 (stereo not given)	-8%	4%	-19%
Cc1cccc(N2CCN(C(=O)CCS(=O)(=O)c3ccc4c(c3)NC(=O)CO4)CC2)c1C	1%	?	?
COc1ccc(NC(=O)c2sc3nc(C)nc(N4CCOCC4)c3c2C)c(OC)c1	5%	-3%	-22%
Next entries follow.
SMILES	TDP1 inh	TDP1 cell CPT	TDP1 cell noCPT
CCOC(=O)c1c(NC(=O)c2cc(-c3ccccc3OC)on2)sc(C)c1C	-5%	-2%	5%
CCC(Oc1ccc(C)cc1)C(=O)Nc1ccc2c(c1)n(C)c(=O)n2C (stereo not given)	nt	7%	0%
C=C(C)CN(CC)C(=O)CCc1nnc(CCc2c[nH]c3ccccc23)o1	nt	-10%	-25%
CC(C)CC(C(=O)O)N1C(=O)C2C3C=CC(C2C1=O)C1C(=O)N(C(CC(C)C)C(=O)O)C(=O)C31 (stereo not given)	-8%	3%	10%
CN(CCO)C(=O)c1nc[nH]c1C(=O)N(C)Cc1ccccc1	nt	-26%	-22%
Cc1ccc(C(=O)NCC(=O)Nc2ccc(S(=O)(=O)Nc3cc(C)nc(C)n3)cc2)cc1	1%	-13%	13%
O=S(=O)(N/N=C/c1ccc(N2CCOCC2)cc1)c1ccccc1	2%	7%	?
Cc1ccc[n+](CC(=O)c2ccc(Cl)cc2)c1	nt	18%	-8%
S=c1[nH]nc(Cc2ccccc2)n1-c1cccc2ccccc12	-3%	10%	5%
CC(=O)N1CCN(c2ccc(NC(=O)c3ccc([N+](=O)[O-])cc3)cc2)CC1	nt	-16%	-13%
CCN(CCCNC(=O)CCc1nc(-c2ccc(C)cc2)no1)c1cccc(C)c1	4%	?	?
Cc1cccc(C)c1N1CCN(C(c2cc3ccccc3o2)c2nnnn2C(C)(C)C)CC1 (stereo not given)	nt	15µM*	?
O=C1CC(=O)N(c2ccccc2)N1c1ccccc1	7%	0%	-23%
Cc1c(CBr)[n+](=O)c2c(n1[O-])C(Br)CCC2Br (stereo not given)	-8%	1%	?
COc1cc(/C=C2\SC(=O)NC2=O)ccc1OCc1ccc(Cl)nc1	nt	-1%	?
Nc1c(C(=O)Nc2nc3ccccc3s2)sc2nc(-c3cccs3)ccc12	nt	12µM*	21µM*
Nc1ccc(/C=C/c2nccc3ccccc23)cc1	nt	?	?

Random excerpt: 6 compounds from above.
SMILES	TDP1 inh	TDP1 cell CPT	TDP1 cell noCPT
CCOC(=O)c1c(NC(=O)c2cc(-c3ccccc3OC)on2)sc(C)c1C	-5%	-2%	5%
S=c1[nH]nc(Cc2ccccc2)n1-c1cccc2ccccc12	-3%	10%	5%
C=C(C)CN(CC)C(=O)CCc1nnc(CCc2c[nH]c3ccccc23)o1	nt	-10%	-25%
O=S(=O)(N/N=C/c1ccc(N2CCOCC2)cc1)c1ccccc1	2%	7%	?
COc1cc(/C=C2\SC(=O)NC2=O)ccc1OCc1ccc(Cl)nc1	nt	-1%	?
Cc1ccc(C(=O)NCC(=O)Nc2ccc(S(=O)(=O)Nc3cc(C)nc(C)n3)cc2)cc1	1%	-13%	13%
